Shiga inhibitor: blocks Shiga toxin action in Vero cells; AID 2315; Vero cells, Shiga toxin protein synthesis inhibition reporter; inhibition, % at 38.7 µM; hit rate 9.2% among 290,000; in the data active = inhibition mostly above about 28%, no sharp cut-off; inactive = mostly below about 43%; note: 0% is about no effect
CHX counter: counter-screen for Shiga toxin inhibitors: cycloheximide protein synthesis inhibition; cell reporter, cycloheximide protein synthesis inhibition counterscreen; AID 2314; max response, %; hit rate 12% among 300,000; in the data active = max response mostly above about 13%, no sharp cut-off; inactive = mostly below about 14%; note: read at 38.3 µM for the half of the compounds with a filed dose; 0% is about no effect
FBPA Giardia inh: Giardia lamblia aldolase inhibition; A8B2U2; purified Giardia FBPA; Potency, µM (titrated, usually from 59.6 µM), without a hit: at the top dose activity, negative = inhibition, actives largely listed as inhibitors; hit rate 0.71% among 290,000; note: potency is the fitted concentration of half-maximal effect; % is set by controls: 0 for no effect and ±100 for the full control effect; nearly all actives have a fitted effect of over 55% in size
Target sequence (A8B2U2 whole entry, looked up): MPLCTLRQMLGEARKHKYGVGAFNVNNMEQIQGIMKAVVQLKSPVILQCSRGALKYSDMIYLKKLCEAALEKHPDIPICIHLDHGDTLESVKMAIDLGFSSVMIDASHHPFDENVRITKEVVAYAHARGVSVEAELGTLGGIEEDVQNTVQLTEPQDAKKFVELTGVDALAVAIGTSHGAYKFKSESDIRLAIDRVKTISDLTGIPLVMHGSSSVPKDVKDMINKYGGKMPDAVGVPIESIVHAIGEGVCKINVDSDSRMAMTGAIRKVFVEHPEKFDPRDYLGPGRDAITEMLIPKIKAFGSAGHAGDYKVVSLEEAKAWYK
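Giardia FBPA (40 nM reagent) was preincubated 10 min at RT with compound (up to 57.5 uM final), then substrate plus GAPDH/TPI/NAD/arsenate coupling system with diaphorase/resazurin was added; resorufin fluorescence (525/598 nm) was read after 20 min.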
Pf growth 48h: inhibits P. falciparum growth in the first generation, 48 h. P. falciparum luciferase growth in erythrocytes, 48 h. Potency, µM (highest dose often 28.7 µM), for the others: at the highest dose activity change, negative = inhibition, most hits filed as inhibitors. hit rate 5.9% among 310,000; note: potency is the fitted concentration of half-maximal effect; % is set by controls: 0 for no effect and ±100 for the full control effect
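First compound was added to culture medium, then infected red cells at 0.1% parasitemia and 2% hematocrit (final). After incubation at 37 C under 5% CO2, luciferase detection reagent was dispensed and light output recorded.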
Sm TGR inh: inhibitors of Schistosoma mansoni thioredoxin glutathione reductase | purified TGR, DTNB reduction, TNB absorbance 405 nm | Potency, µM (series often up to 114 µM), for inactives: at the top dose activity change, negative = inhibition, most hits filed as inhibitors | Q962Y6 | AID 485364 | hit rate 3% among 360,000; note: potency is the fitted concentration of half-maximal effect; % is set by controls: 0 for no effect and ±100 for the full control effect; nearly all actives have a fitted effect of over 60% in size
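Kinetic colorimetric format: TGR-catalysed, NADPH-driven DTNB reduction monitored via TNB absorbance. Enzyme dispensed at 20 nM; compound exposure 15 min at room temperature before reaction start.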
Pf growth 96h: P. falciparum growth inhibition at 96 hours; AID 504834; hit rate 6.9% among 320,000; P. falciparum luciferase reporter growth, 96 h; Potency, µM (series often up to 28.7 µM), inactives show top-dose activity change, negative = inhibition, hits mostly inhibitors; note: potency is the fitted concentration of half-maximal effect; % is set by controls: 0 for no effect and ±100 for the full control effect
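P. falciparum expressing integrated firefly luciferase grown in erythrocytes (2% hematocrit, 0.05% parasitemia final) with compounds for 96 hours at 37 C, 5% CO2. Growth inhibition read as loss of luminescence after adding luciferase detection reagent.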
* marks the source's active call; other numbers are inactive results; ? = inconclusive; . = not tested or not shown; & = joins results of further samples; [ ] = dose if it differs, or a comment. Unless noted, calls come from the whole dose curve; as a rule, active = well fitted curve in the direction sought with a large enough effect; inconclusive = small, poorly fitted or top-dose-only effect, or another doubt; inactive = no such curve, though single readings can be large; an effect the other way counts as inactive or inconclusive.

smiles | Shiga inhibitor | CHX counter | FBPA Giardia inh | Pf growth 48h | Sm TGR inh | Pf growth 96h
Cc1cccc2nc(-c3ccco3)c(Nc3ccc4c(c3)OCO4)n12 | 24 | 31* | -5% | ? | ? | ?
O=C1CC(N2CCN(c3ccc(S(=O)(=O)N4CCOCC4)cc3)CC2)C(=O)N1Cc1ccccc1 (configuration not stated) | 34 | -1 | 2% | ? | -25% | 14%
COC(=O)C1C(=O)C2=C(CC1C)Nc1ccccc1NC2c1ccc(C)s1 (configuration not stated) | -4 | -3 | 0% | 6% | -11% | 28%
COc1ccccc1C(=O)OCc1c(F)cccc1Cl | 12 | -2 | 6% | 22% | 9% | 19%
CC1CN=C(Nc2cccc3ccccc23)S1 (configuration not stated) | 37 | 19* | 7% | 11% | 11% | 15%
CCOC(=O)N1CCC(NC(=S)Nc2ccc3nc(N4CCN(CC)CC4)cc(C)c3c2)CC1 | -20 | -7 | 2% | ? | -33% | ?
CC(C)CN(CC(C)C)C(=O)CS(=O)(=O)Cc1ccccc1 | 5 | 4 | -3% | 4% | -17% | -3%
COc1ccc(C(OCC2CO2)c2ccc(OC)cc2)cc1 (configuration not stated) | -16 | -3 | 3% | 12% | -6% | 24%
COc1cccc(NC(=O)Nc2ccc(C(C)(C)C)cc2)c1 | 51* | 25* | -17% | ? | 3% | 32%
CC(C(=O)Nc1ccccn1)N1C(=O)C2C3C=CC(C3)C2C1=O (configuration not stated) | 12 | -4 | 0% | -1% | 2% | 5%
Cc1[nH]c(C)c(S(=O)(=O)N2CCN(c3cccc(C(F)(F)F)c3)CC2)c1C(=O)N1CCCCC1 | -4 | 1 | 5% | ? | 0% | ?
CC(CCc1ccccc1)NC(=O)CCc1cn(C)c2ccccc12 (configuration not stated) | -3 | -3 | 1% | -24% | -9% | 0%
COc1ccc(C(=O)Nc2ncc3c(n2)CC(c2ccco2)CC3=O)cc1 (configuration not stated) | 42 | 18 | -18% | 9% | ? | -7%
CCC1(C)Cc2c(C#N)c(N)n(-c3ccccc3)c(=S)c2CO1 (configuration not stated) | 7 | -1 | 1% | -7% | 7% | 0%
COc1ccccc1-n1c(SCC(=O)Nc2cccc3ccccc23)nc(O)cc1=O | 18 | -1 | 0% | . | -5% | -6%

The list goes on:
smiles | Shiga inhibitor | CHX counter | FBPA Giardia inh | Pf growth 48h | Sm TGR inh | Pf growth 96h
Cc1ccc(NC(=O)CSc2ncnc3ccccc23)cc1S(=O)(=O)N1CCOCC1 | -8 | -3 | 3% | 12µM* | 13% | ?
CN1CCC(CO)(Cc2ccccc2)CC1 | -9 | -4 | 2% | 35%[activator] | 1% | 3.7µM*
COc1ccccc1CC(=O)NC1CCCCCC1 | -4 | 0 | -13% | -11% | -7% | ?
O=C(Cc1ccc(Br)cc1)N1CCN(c2ccccc2)CC1 | 29 | 17 | 5% | -5% | -1% | 50%[activator]
COC(=O)NCC(c1cccnc1)N1CCN(c2ccccc2OC)CC1 (configuration not stated) | 9 | 5 | 0% | -28% | 2% | 41%[activator]
COc1cc2cc(CCCOC(=O)c3ccc4c(c3)OCO4)oc(=O)c2cc1OC | . | . | . | 3% | 50µM* | ?
CCc1ccc(N(CC(=O)N2CCN(Cc3ccccc3)CC2)S(C)(=O)=O)cc1 | -13 | -1 | -8% | 17% | -14% | 2%
CN(Cc1ccccc1)c1nc(N)c([N+](=O)[O-])c(Nc2cccc(F)c2)n1 | 8 | 2 | -5% | . | -12% | ?
Cn1c(-c2ccccc2)cnc1SCC(=O)N1CCCc2ccccc21 | 10 | 5 | 0% | 24% | -1% | -26%
O=C(CCSc1ccccn1)c1ccccc1 | 22 | 19 | -27% | 0% | 0% | 0%
CCO[C@H]1OC(C(=O)N2CCN(Cc3ccccc3)CC2)=C[C@@H](c2ccccc2)[C@@H]1CCCO | -16 | -3 | 2% | ? | ? | ?
S=C(Nc1ccccn1)NC1CCCCC1 | -2 | 16 | 0% | ? | -36% | ?
Cc1ccc(C(C(=O)NC2CCCCC2)N(C(=O)c2csnn2)C2CC2)cc1 (configuration not stated) | 21 | 11 | . | -4% | -7% | -12%
Cc1c(C(=O)Nc2ccccc2C(=O)N2CCCC2)cccc1[N+](=O)[O-] | -8 | -2 | 7% | 15% | . | 68%[activator]
O=C(NCCN1CCCC1)c1ccc(CS(=O)(=O)c2c(Cl)cccc2Cl)o1 | 14 | -2 | -10% | . | -7% | ?

Overlap with the part before: 5 compounds; new compounds follow.
smiles | Shiga inhibitor | CHX counter | FBPA Giardia inh | Pf growth 48h | Sm TGR inh | Pf growth 96h
CCO[C@H]1OC(C(=O)N2CCN(Cc3ccccc3)CC2)=C[C@@H](c2ccccc2)[C@@H]1CCCO | -16 | -3 | 2% | ? | ? | ?
S=C(Nc1ccccn1)NC1CCCCC1 | -2 | 16 | 0% | ? | -36% | ?
Cc1ccc(C(C(=O)NC2CCCCC2)N(C(=O)c2csnn2)C2CC2)cc1 (configuration not stated) | 21 | 11 | . | -4% | -7% | -12%
Cc1c(C(=O)Nc2ccccc2C(=O)N2CCCC2)cccc1[N+](=O)[O-] | -8 | -2 | 7% | 15% | . | 68%[activator]
O=C(NCCN1CCCC1)c1ccc(CS(=O)(=O)c2c(Cl)cccc2Cl)o1 | 14 | -2 | -10% | . | -7% | ?
COC(=O)c1ccc(CN(c2ccccn2)S(=O)(=O)c2ccccc2)cc1 | -6 | 2 | 7% | ? | 2% | ?
COc1cc(OC)cc(C(=O)Nc2ccccc2C(=O)N2CCCC2)c1 | 60* | 30* | -2% | 122%[activator] | -2% | 78%[activator]
Nc1ncnc(NCc2ccc(F)cc2)c1[N+](=O)[O-] | -17 | -6 | 5% | 5% | . | 59%[activator]
CN(C(=O)COC(=O)C12CC3CC(CC(C3)C1)C2)c1c(N)n(Cc2ccccc2)c(=O)[nH]c1=O | . | . | . | -15% | -9% | -20%
CSc1nnc2n(-c3ccc(C)cc3)c(=O)c3c4c(sc3n12)COC(C(C)C)C4 (configuration not stated) | 5 | -1 | 0% | . | -26% | -5%
COCCn1c(SCC(=O)N2CCCC2)nnc1-c1ccoc1C | 82* | 13 | -5% | 6% | -9% | ?
O=C(CCl)N1CCCC1c1ccc2c(c1)OCCO2 (configuration not stated) | -10 | 3 | . | ? | 3.5µM* | ?
O=C(NCC1CCCO1)/C(=C\c1ccc(Cl)cc1)NC(=O)c1ccccc1 (configuration not stated) | -20 | -6 | 4% | 27% | 15% | 0.83µM*
Cc1cccc(NC(=S)NCc2ccncc2)c1C | -48 | -1 | 0% | -7% | ? | 19%
N/C(=N\N=C\c1cccs1)SC1CC(=O)N(c2cccc([N+](=O)[O-])c2)C1=O (configuration not stated) | -22 | -1 | 1% | -14% | 7% | 12%
O=C(CSc1nc2ccccc2[nH]1)c1cccs1 | 119* | 47* | -14% | 90%[activator] | ? | 6%
COC(=O)c1ccc(C(=O)OC)c(NC(=O)CCS(=O)(=O)Cc2ccccc2)c1 | -4 | -6 | 0% | 8% | -21% | 28%
COc1ccc(Nc2cc(C(=O)NCc3ccccn3)c3ccccc3n2)c(OC)c1 | 63 | 16 | -5% | 33%[activator] | -2% | 13µM*
CCOC(=O)c1ccccc1NS(=O)(=O)c1cnn(CC)c1C | -15 | -1 | 9% | -3% | -1% | -2%
O=C(c1ccc(-n2cnnn2)cc1)N1CCCCC1 | -5 | -3 | -5% | 11% | -4% | -5%

Additional entries:
smiles | Shiga inhibitor | CHX counter | FBPA Giardia inh | Pf growth 48h | Sm TGR inh | Pf growth 96h
O=C(O)c1cccnc1SCc1cccc(Cl)c1 | 31 | 34 | 8% | 12% | 5%&-8% | 0%
Nc1nonc1-n1nnc(C(=O)N/N=C/c2cccnc2)c1-c1cccs1 | 3 | -3 | . | -12% | -13% | ?
CCOC(=O)CNC(=O)c1sc2nc(C)cc(C)c2c1N | 46 | 16 | -13% | 30%[activator] | 5% | 19%[5.75 µM]
CN1CCN(C(c2cccc(C(F)(F)F)c2)c2nnnn2Cc2ccccc2)CC1 (configuration not stated) | -6 | -4 | 5% | ? | 14% | -7%
Cc1sc2ncnc(SCC(=O)c3ccc(O)cc3O)c2c1C | 5 | 4 | 7% | ? | -2% | 3%
COc1cc2c(cc1NC(=S)Nc1ccccc1C)oc1ccccc12 | 91* | 33* | 15% | 35%[activator] | 11% | .
O=C(Nc1ccc(NC(=O)c2ccco2)c(Cl)c1)c1cccc([N+](=O)[O-])c1 | 16 | 5 | 3% | 10µM* | 0% | 13%
COC(=O)[C@@H]1CCCN1Cc1c(C(=O)N2CCCCC2)nc2c(C)cccn12 | -17 | -3 | 0% | -8% | ? | 8.3µM*
OCCNCCCCOc1cccc(Br)c1 | 18 | 2 | 1% | ? | -3% | ?
COc1ccc(CNC(=O)c2cc(C(C)=O)c[nH]2)cc1 | -4 | 6 | 8% | 0%[0.00184 µM] | 11% | 15%
CC(=O)Nc1ccc(N2CCN(C(=O)c3cccs3)CC2)cc1 | 3 | -2 | 3% | 4% | -1% | 19%[5.75 µM]
CS(=O)(=O)N(CC(=O)N/N=C/c1ccco1)c1ccccc1Br | -10 | -2 | 5% | 16% | -7% | -9%
COc1ccc(CCNc2ccncn2)cc1OC | -14 | -1 | -10% | . | 5% | -23%
O=C(O)C1CC(=O)n2c(nc3ccccc32)S1 (configuration not stated) | 26 | 1 | -10% | 2% | 4% | .
Cc1csc(SCCN2C(=O)c3ccccc3C2=O)n1 | 102* | 40* | 0% | 43%[activator] | -5% | ?

Full records as entered above. Order of values: Shiga inhibitor | CHX counter | FBPA Giardia inh | Pf growth 48h | Sm TGR inh | Pf growth 96h
Results for COc1ccc(CNC(=O)c2cc(C(C)=O)c[nH]2)cc1 : -4 | 6 | 8% | 0%[0.00184 µM] | 11% | 15%
Results for COc1cc2c(cc1NC(=S)Nc1ccccc1C)oc1ccccc12 : 91* | 33* | 15% | 35%[activator] | 11% | .
Results for O=C(O)c1cccnc1SCc1cccc(Cl)c1 : 31 | 34 | 8% | 12% | 5%&-8% | 0%
Results for Nc1nonc1-n1nnc(C(=O)N/N=C/c2cccnc2)c1-c1cccs1 : 3 | -3 | . | -12% | -13% | ?

The list goes on:
smiles | Shiga inhibitor | CHX counter | FBPA Giardia inh | Pf growth 48h | Sm TGR inh | Pf growth 96h
O=[N+]([O-])c1ccc(OCC2CC(c3ccccc3)=NO2)cc1 (configuration not stated) | 8 | 1 | 1% | 18% | 2% | 21%
CC(Sc1nncn1C)C(=O)Nc1ccc2ccccc2c1 (configuration not stated) | . | . | . | 27% | -8% | 35%[activator]
CNC(=O)c1cccc2nc3ccccc3nc12 | 32 | 2 | -2% | 4% | 0% | -15%
O=S(=O)(c1ccc(NC(=S)N/N=C/c2ccc(Oc3ccccc3)cc2)cc1)N1CCOCC1 | 13 | 6 | 6% | 18% | 15% | 3%
CCC(=O)N1CCc2cc(S(=O)(=O)NC(CC(C)C)C(=O)N3CCc4ccccc43)ccc21 (configuration not stated) | -3 | -2 | 5% | -22% | 1% | ?
O=C(CCc1nnc(CCCc2ccccc2)o1)NCCc1ccccc1 | 43* | 22* | 0% | -2% | 0% | 59%[activator]
COc1ccc(Nc2nc(N)nc(CSC(=S)N3CCC(C)CC3)n2)cc1 | 77* | 47* | -10% | 11% | 14% | ?
Cc1ccc(NC(=S)Nc2ccccn2)cc1C | 85* | 65* | -9% | ? | -14% | ?
Cc1nc(C(=O)Nc2ccc(Cl)cc2)nn1-c1ccc([N+](=O)[O-])cc1 | 14 | 3 | 9% | -17% | -24% | 47%[activator]
COc1cccc(CN(C)C(=O)c2sccc2-c2ccccc2)c1OC | -4 | 12 | . | 4% | -2% | ?
Cc1ccc(-c2csc(N3CCN(c4ccc5nc(-c6ccncc6)n(CCN6CCCCC6)c5c4)CC3)n2)cc1 | 5 | 13 | ? | 1.5µM* | 26% | ?

Random draw from the library; 24% or so of the library scored in one or more.
